Bioassay records from PubChem.
KAT2A inh: qHTS Assay for Inhibitors of GCN5L2; 0.21% of 390,000 active; GCN5L2 HAT assay, ThioGlo1 CoA-SH fluorescence; Histone acetyltransferase KAT2A (Homo sapiens), Q92830; Potency, µM (series often up to 58.9 µM), for inactives: at the top dose activity change, negative = inhibition, most hits filed as inhibitors; AID 504327, 2011
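Free CoA generated was detected with ThioGlo1 (50uM) fluorescence at Ex340nm/Em540nm, read immediately and after 20 min at room temperature. Enzyme, 20 nM in HEPES pH 7.5 buffer, saw compounds 15 min before adding 75uM H3(1-25) peptide and 70uM acetyl-CoA.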
DT40 TDP1 CPT: qHTS for Inhibitors of human tyrosyl-DNA phosphodiesterase 1 (TDP1): qHTS in cells in presence of CPT; AID 686979, 2013; chicken DT40 Tdp1-/-;hTDP1 cells + 20 nM CPT, ATP luminescence, 48 h; 12% of 420,000 active; Potency, µM (highest dose often 46.2 µM), for the others: top-dose activity change, negative = growth inhibition, most hits filed as inhibitors; also: nearly all actives have a fitted effect of over 55% in size
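Chicken DT40 Tdp1-/- cells stably complemented with human TDP1 were seeded at 400 cells/well in medium containing 20 nM camptothecin, exposed to pin-transferred compounds, and grown at 37 °C for at least 48 hr. Viability was read as ATP luminescence.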
FEN1 inhibitor: qHTS Assay for the Inhibitors of Human Flap endonuclease 1 (FEN1); 0.35% of 390,000 active; Potency, µM (series often up to 114 µM), for the others: at the highest dose activity change, negative = inhibition, actives largely listed as inhibitors; AID 588795, 2011; P39748; Recombinant FEN1 flap cleavage, fluorescence, 15 min; also: nearly all actives have a fitted effect of over 65% in size
Target sequence (P39748 whole entry, looked up): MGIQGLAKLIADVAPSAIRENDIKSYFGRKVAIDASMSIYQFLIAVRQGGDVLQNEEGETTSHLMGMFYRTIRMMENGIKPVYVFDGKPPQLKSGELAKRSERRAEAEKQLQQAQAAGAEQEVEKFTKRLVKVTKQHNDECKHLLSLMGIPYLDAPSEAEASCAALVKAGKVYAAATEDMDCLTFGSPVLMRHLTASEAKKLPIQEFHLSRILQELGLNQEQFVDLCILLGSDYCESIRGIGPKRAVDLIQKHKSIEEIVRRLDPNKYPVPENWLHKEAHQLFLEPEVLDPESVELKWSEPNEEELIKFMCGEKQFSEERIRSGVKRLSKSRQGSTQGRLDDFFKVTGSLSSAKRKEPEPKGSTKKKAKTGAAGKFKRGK
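Concentration–response screening of FEN1 (10 nM): 15 min compound preincubation at room temperature, reaction started with 50 nM substrate and read at 0 and 15 min. Corrected, normalized data were fitted by a four-parameter Hill equation.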
* = called active by the depositor; u = inconclusive; x = no result given; & = joins results of further samples. Calls follow the shape of the dose curve; as a rule, active = well fitted curve in the direction sought with a large enough effect; inconclusive = small, poorly fitted or top-dose-only effect, or another doubt; inactive = no such curve, though single readings can be large; an effect the other way counts as inactive or inconclusive. % is scaled to controls: 0 for no effect and ±100 for the full control effect; potency is read from the fitted curve at half-maximal effect. This is a subset, so the mix of outcomes need not match the whole.

| mol | KAT2A inh | DT40 TDP1 CPT | FEN1 inhibitor |
| --- | --- | --- | --- |
| Cn1cc(C(=O)N/N=C/c2cccc([N+](=O)[O-])c2)c2ccccc21 | 3% | -5% | -10% |
| CSc1ccccc1C(=O)Nc1cc2c(cc1C(=O)O)OCCCO2 | 0% | 1% | 6% |
| Cc1ccc2c(c1)C1CN(C)CCC1N2S(=O)(=O)c1ccc(C(C)C)cc1 (stereo unspecified) | -1% | u | 4% |
| O=C(NCC1CCCO1)C1CCCN(S(=O)(=O)c2ccc(F)cc2)C1 (stereo unspecified) | 0% | -1% | -1% |
| CCOC(=O)c1ccc(Nc2cc(C)nc(-c3ccccc3)n2)cc1 | -6% | 4.6µM* | -19% |
| CCCCOC(=O)c1ccc(Nc2ncnc3nc[nH]c23)cc1 | 1% | 2% | 5% |
| COC(=O)c1cn(NC(=O)C2CCCO2)c(=O)c2ccccc12 (stereo unspecified) | -1% | u | -17% |
| COC(=O)C1=C(C)OC(N)=C(C#N)C1c1cc(C)sc1C (stereo unspecified) | 2% | -19% | -15% |
| CC(C)[C@H](NS(=O)(=O)/C=C/c1ccccc1)C(=O)OCC(=O)NC(N)=O | -15% | -2% | -16% |
| Cc1nc(N2CCCCC2)c2ccsc2n1 | -10% | u | -4% |
| O=C1CN(C(=O)c2cc3ccccc3o2)c2ccccc2N1 | u | -5% | -4% |
| Fc1ccc(COc2cccc3cccnc23)cc1 | 2% | 2% | -5% |
| CCOC(=O)C1CCCN(S(=O)(=O)c2ccc(Br)c(OC)c2)C1 (stereo unspecified) | -7% | -21% | 10% |
| CCOc1ccccc1NC(=O)CSc1nc2c(c(=O)[nH]1)CCC2 | -6% | -3% | 10% |
| CCn1nc(C)c(C(=O)Nc2cc(Oc3cc(C)cc(C)c3)cc([N+](=O)[O-])c2)c1C | -20% | u | u |
| NC(=S)N=Nc1c(O)n(CCCl)c2ccc(Cl)cc12 | 1% | u | 1% |
| N#Cc1c(-c2ccccc2)nc(SCC(=O)Nc2nnc(C(F)(F)F)s2)[nH]c1=O | -10% | -18% | -6% |
| O=C(O)CCCCN1C(=O)/C(=C\c2ccc(OCc3ccccc3)c(OCc3ccccc3)c2)SC1=S | u | -91% | 0% |
| COc1cc2oc(=O)cc(-c3cccc(-c4cccc(C)c4)c3)c2c(OC)c1OC | -13%&-17% | u | -18% |
| O=C(Nc1cccc(-c2cnc3ccccc3n2)c1)C1CC(=O)N(c2ccccc2)C1 (stereo unspecified) | u | 21µM* | -7% |

Sorted by SMILES length (lowest first): part of the list above
| mol | KAT2A inh | DT40 TDP1 CPT | FEN1 inhibitor |
| --- | --- | --- | --- |
| NC(=S)N=Nc1c(O)n(CCCl)c2ccc(Cl)cc12 | 1% | u | 1% |
| Cn1cc(C(=O)N/N=C/c2cccc([N+](=O)[O-])c2)c2ccccc21 | 3% | -5% | -10% |
| N#Cc1c(-c2ccccc2)nc(SCC(=O)Nc2nnc(C(F)(F)F)s2)[nH]c1=O | -10% | -18% | -6% |

The list continues:
| mol | KAT2A inh | DT40 TDP1 CPT | FEN1 inhibitor |
| --- | --- | --- | --- |
| Cc1cc(C)c2nc(NNC(=O)c3ccc(S(=O)(=O)N4CC(C)CC(C)C4)cc3)sc2c1 (stereo unspecified) | -16% | 5.8µM* | -2% |
| CCN1CCN(c2oc(-c3ccccc3C)nc2S(=O)(=O)c2ccccc2)CC1 | -1% | u | 4% |
| CCCOc1ccc(C(=O)Nc2ccc(S(=O)(=O)N3CCN(C)CC3)cc2)cc1 | 1% | u | -2% |
| CN(NC(=O)c1ccccc1)c1nc2ccccc2nc1C(F)(F)F | -3% | 8.2µM* | -4% |
| Cc1cc(NS(=O)(=O)c2ccc(NC(=O)c3cnc4sccn4c3=O)cc2)nc(C)n1 | -10% | 17% | 13% |
| O=C1c2ccccc2C(Nc2ccccc2F)N1c1cccnc1 (stereo unspecified) | 1% | -22% | -16% |
| CCOC(=O)c1nc(NCc2cccnc2)c2ccccc2n1 | -16% | 3% | -2% |
| COc1ccc(-n2c(=O)c3c4c(sc3n(Cc3ccccc3C)c2=O)CCCC4)c(OC)c1 | -4% | u | -1% |
| O=c1c2ccccc2nnn1Cc1ccccc1 | 2% | 0% | 2% |
| CC(=O)NC(=S)Nc1ccc(NC(=S)NC(=O)/C=C/c2ccco2)cc1 | -24% | -16% | -2% |
| CCOCCCNC(=O)C(NC(=O)c1ccc2c(c1)OCO2)c1ccccc1 (stereo unspecified) | 4% | 9% | 8% |
| NC(=O)c1ccc(Nc2nnc(-c3ccc(O)cc3)c3ccccc23)cc1 | -7% | 3% | -34% |
| O=C(c1ccc(S(=O)(=O)NCC2CCCO2)cc1)N1CCN(c2ccccc2F)CC1 (stereo unspecified) | 1% | -10% | 17% |
| O=C(O)C1CCCNC1 (stereo unspecified) | 3%&-4% | -1%&0% | -3% |
| COc1cccc(C(=O)NC(=S)N2CCN(c3ccc(C(F)(F)F)cc3[N+](=O)[O-])CC2)c1 | -6% | u | -2% |
| O=C(CNC(=O)c1ccc(Cl)cc1Cl)OCc1cn2cc(Br)ccc2n1 | 3% | 1% | 0% |
| COC(=O)C1=C(C)N(Cc2ccccc2)C(=NCCc2c[nH]c3ccccc23)N[C@H]1c1cccc(F)c1 | 3% | 5.2µM* | -19% |
| Cc1c(C(c2cc3c(cc2Br)OCO3)c2c(C)n(C)n(-c3ccccc3)c2=O)c(=O)n(-c2ccccc2)n1C | -5% | -9% | 0% |
| COc1cc2c(cc1OC)C(C)N(CCc1ccc(Cl)cc1)CC2 (stereo unspecified) | x | u | -1% |
| COC(=O)c1cc(S(=O)(=O)NCC2CCN(Cc3cc(C)ccc3C)CC2)cn1C | 3% | -28% | 3% |
| CCn1cc(S(=O)(=O)Nc2nc3ccc(OC)cc3s2)cn1 | -8% | 4% | 17% |
| O=C(NCc1cccc(C(F)(F)F)c1)c1cccc(S(=O)(=O)N2CCN(Cc3ccccc3)CC2)c1 | -2% | u | -15% |
| CC(=O)N1c2ccc(S(=O)(=O)N3CCC(C(=O)N4CC(C)CC(C)C4)CC3)cc2CC1C (stereo unspecified) | -3% | 21µM* | 16% |
| O=C(NCCOc1ccccc1)C1=CC=CN2CCS(=O)(=O)N=C12 | -1% | -11% | 4% |
| CS(=O)(=O)N1CCC2(CCN(Cc3nccs3)CC2)CC1 | -8% | 7% | x |
| Cc1ccccc1S(=O)(=O)Cc1ccc(C(=O)NCc2ccccc2Cl)o1 | -9% | u | -9% |
| Cc1ccc(S(=O)(=O)N2CCN(c3ccccc3)CC2)s1 | -5% | 2% | -6% |
| CCS(=O)(=O)N1CCC(C(=O)NCCCN2CCC(Cc3ccccc3)CC2)CC1 | 3% | -2% | -3% |
| COc1cccc(CNC(=O)CCc2c(C)nn(-c3ccc(N4CCOCC4)nn3)c2C)c1 | -1% | -23% | 4% |
| Cc1cccc(/C=N/NC(=O)CNc2cccc3ccccc23)n1 | -4% | 18µM* | -14% |
| CC(=O)CCc1ccc(OCC(O)CNC2CCCc3ccccc32)cc1 (stereo unspecified) | 3% | u | 2% |
| CCCN1C(=O)C(Cc2nc3ccccc3c(=O)n2-c2ccccc2)c2ccccc21 (stereo unspecified) | -6% | -25% | -11% |
| CCCS(=O)(=O)Nc1ccc(Nc2c3ccccc3nc3ccccc23)c(OC)c1 | x | 0.16µM* | u |
| Cc1nn(CC(O)COc2ccc3c(c2)CCC3)c(C)c1C (stereo unspecified) | -1% | u | -7% |
| Cc1cc(Cl)ccc1OCC(=O)NC1CCCC1 | -3% | 12µM* | 9% |
| N#Cc1c(N)c(C(=O)c2ccccc2)n2c1CCCC2 | -2% | -25% | -20% |
| COc1ccc(C(=O)NCC(c2cccnc2)N2CCc3ccccc3C2)cc1 (stereo unspecified) | -4% | 12µM* | 1% |
| COc1ccccc1NS(=O)(=O)c1cc(C(=O)NCc2ccco2)ccc1C | 2% | -8% | 4% |
| CCCCOc1ccc(N2CC(C(=O)NCCc3ccc(OC)c(OC)c3)CC2=O)cc1 (stereo unspecified) | -6% | -3% | 3% |
| Clc1ccc(-c2nc(-c3cc4cc(Cl)ccc4o3)cs2)cc1 | -8% | -7% | 10% |

Shown with two lines to a compound: 2 of the compounds above.
Every second line gives: KAT2A inh, DT40 TDP1 CPT, FEN1 inhibitor
COc1ccc(C(=O)NCC(c2cccnc2)N2CCc3ccccc3C2)cc1 (stereo unspecified)
  -4%, 12µM*, 1%
COc1ccccc1NS(=O)(=O)c1cc(C(=O)NCc2ccco2)ccc1C
  2%, -8%, 4%

The listing continues:
| mol | KAT2A inh | DT40 TDP1 CPT | FEN1 inhibitor |
| --- | --- | --- | --- |
| Cc1ccccc1CN1CCC(CNC(=O)Nc2ccc(F)cc2F)CC1 | -21% | -23% | 3% |
| O=c1c2ccccc2nc(SCc2cn3ccsc3n2)n1-c1ccccc1F | -7% | u | 0% |
| O=C(COc1cccnc1[N+](=O)[O-])NCc1ccco1 | -17% | 3% | -1% |
| Cc1ccc2c(=O)cc(C(=O)N(Cc3ccc(C(C)(C)C)cc3)C3CCS(=O)(=O)C3)oc2c1 (stereo unspecified) | -12% | u | -6% |
| Cc1oc2c(CN3CCOCC3)c(O)ccc2c(=O)c1-c1ccc(Br)cc1 | -3% | -25% | -12% |
| CC(=O)Nc1cccc(C(=O)NC2CCCc3c2cnn3-c2cc(C)cc(C)c2)c1 (stereo unspecified) | -1% | 5% | 11% |
| COc1cccc(-n2c(SCC(=O)Nc3c(C)cc(C)cc3C)nc3c([nH]c4ccccc43)c2=O)c1 | 0% | 12µM* | -9% |
| O=C(CNC(=O)c1cccs1)NCCN1CCN(c2ccccc2F)CC1 | -5% | 1% | -6% |
| CC1CN(C(=S)Nc2cccc(Cl)c2Cl)CC(C)O1 (stereo unspecified) | 1% | 0% | 15% |
| O=C(Cn1c(=O)c2cccn2c2ccc(F)cc21)NCc1cccc(Cl)c1 | -11% | -27% | 1% |
| O=C(Nc1cccc(S(=O)(=O)NC2=NCCC2)c1)C1CC(=O)N(c2ccc3c(c2)OCCO3)C1 (stereo unspecified) | -12% | -8% | 0% |
| CC(C)n1c(NCc2c[nH]c3ccccc23)nc2ccccc21 | -2% | u | -2% |
| CCOC(=O)C1=C(C)C(c2ccccc2O)NC(=O)N1 (stereo unspecified) | 2% | 3% | -3% |
| O=C1/C(=C\c2cccnc2)CCc2ccccc21 | -7% | 13µM* | -4% |
| Cc1nn2c(C)c(C(=O)NCC(C)c3ccccc3)cnc2c1-c1ccccc1 (stereo unspecified) | -5% | u | -10% |
| COc1ccc(CN(CCC(c2ccccc2)c2ccco2)C(=O)c2ccco2)cc1 (stereo unspecified) | 3% | u | -9% |
| COc1ccc(NC(=O)c2cc(CN3CCCC3)on2)cc1Cl | -4% | 0% | 12% |
| CCOC(=O)c1sc2nc(C)nc(NCc3ccccc3)c2c1C | -20% | 10µM* | u |
| Cc1ccccc1OCC(=O)N/N=C/c1ccc(Sc2nc3ccccc3s2)o1 | -1% | u | -5% |
| CC1CCN(C(=O)c2ccc(CS(=O)(=O)Cc3ccccc3)cc2)CC1 | -1% | u | -1% |
| COc1ccc(CC(=O)Nc2cccc3ncccc23)cc1OC | -8% | 16% | -6% |
| CCOC(=O)c1ccc(N2C(=O)c3[nH]nc(-c4ccccc4)c3C2c2cccs2)cc1 (stereo unspecified) | -6% | 23µM* | -4% |
| CN(CC(=O)Nc1ccc(Cl)c(Cl)c1)C1CCCCC1 | -3% | u | 5% |
| CCOc1cc(C2C3=C(CC(C)(C)CC3=O)N(CCCOC)C3=C2C(=O)CC(C)(C)C3)ccc1O | -8% | 1% | 24% |
| Cc1nnc(NC(=O)CSc2nnc3scc(-c4ccc(C)c(C)c4)n23)s1 | -9% | -4% | -3% |
| CCn1c(=O)c2c(O)cc(=O)oc2c2ccccc21 | -5% | -7% | u |
| COc1cccc(/C(O)=C2\C(=O)C(=O)N(c3ccccn3)C2c2ccccc2OC)c1 (stereo unspecified) | -8% | -21% | -14% |

Profiles as entered above.
Shown for CCn1c(=O)c2c(O)cc(=O)oc2c2ccccc21 = KAT2A inh = -5%; DT40 TDP1 CPT = -7%; FEN1 inhibitor = u
Shown for CN(CC(=O)Nc1ccc(Cl)c(Cl)c1)C1CCCCC1 = KAT2A inh = -3%; DT40 TDP1 CPT = u; FEN1 inhibitor = 5%
